Bioassay records as filed in PubChem BioAssay.
RPL19A TOR yeast – RPL19A-GFP expression modulators in yeast, primary screen, cell-based, S. cerevisiae, multiplex flow cytometry, MLPCN | 330,000 compounds, 0.3% hits | AID 2025, 2009 | S. cerevisiae RPL19A-GFP strain, 3 h; stronger effect = lower value | percent response vs DMSO, % at 10 µM;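 active means percent response vs DMSO below 50%; inconclusive means fewer than 70 events counted for the yeast strain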;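 further: median channel GFP fluorescence of the barcoded RPL19A-GFP strain; ratio of sample median GFP to plate DMSO average so 100% = DMSO; lower means less RPL19A-GFP as with rapamycin TOR inhibition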
LAP4 TOR yeast – modulators of LAP4-GFP expression in yeast, primary screen, S. cerevisiae, multiplex flow cytometry, MLPCN library | 3 h; median GFP as percent of DMSO wells | GFP response vs DMSO, % at 10 µM | 320,000 compounds, 0.34% hits;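 active means GFP response vs DMSO above a set limit, about the screen mean plus 3 SD, cut at about 150% in these data; inconclusive means under 70 cell events counted for the yeast strain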
MEP2-GFP yeast – modulators of MEP2-GFP levels in yeast, primary screen, S. cerevisiae, multiplex flow cytometry, MLPCN library; GFP response vs DMSO, % at 10 µM; 330,000 compounds, 0.51% hits; S. cerevisiae MEP2-GFP strain, 3 h; 100% = DMSO control level;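 active means GFP response versus DMSO above a set limit, roughly screen mean plus 3 SD, cut at about 180% in these data; inconclusive means fewer than 70 cells counted for a yeast strain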;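 further: median GFP fluorescence of the barcode-gated MEP2-GFP cells per well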
Yeast superoxide – reduction of superoxide in aged yeast, primary screen, HTS; S. cerevisiae aged cells, superoxide DHE fluorescence; stronger effect = lower value; superoxide response (% of plate mean), % at 10 µM; 330,000 compounds, 0.18% hits;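 active means superoxide response under a set limit, about three screen SD below normal, cut at about 65% in these data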;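 further: yeast aged for seven days with compound at 30 °C before DHE staining; 100% = average MFI of all compound-treated wells on the plate with controls excluded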
AGP1-GFP MLPCN – modulators of AGP1-GFP expression in yeast TOR pathway, primary screen, cell-based, multiplex flow cytometry, S. cerevisiae, MLPCN library; 320,000 compounds, 0.02% hits; 3 h; GFP as percent of DMSO wells; GFP response vs DMSO, % at 10 µM;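 active means GFP response relative to DMSO above a set limit, near screen average plus 3 SD, cut at about 150% in these data; inconclusive means fewer than 70 cells counted for the yeast strain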;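 further: median GFP channel fluorescence of the gated AGP1 strain per well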
Efflux pump inh – inhibitors of Candida efflux pumps in yeast, primary screen, S. cerevisiae, Nile Red, multiplex. S. cerevisiae Candida pump triplex. inhibition, % at 10 µM. 330,000 compounds, 0.44% hits;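 active means plate passing quality check with inhibition over a set limit, or well fluorescence over plate mean plus 4 SD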;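 further: Nile Red retained in pooled yeast measured as flow cytometry median fluorescence; 0% = buffer negative control and 100% = Enniatin B positive control; higher means more Nile Red kept so more efflux inhibition; some compounds called inactive have numbers as strong as hits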
AHR act – AHR activators, primary screen, cell-based, luminescence, luciferase reporter, human; activation, % at 5 µM; AHR-responsive luciferase reporter cells; 320,000 compounds, 2.5% hits; Aryl hydrocarbon receptor (Homo sapiens), P35869; in the data active means activation above about 47%;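 further: 0% = vehicle wells and 100% = reference agonist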
Target sequence (P35869 whole entry, looked up): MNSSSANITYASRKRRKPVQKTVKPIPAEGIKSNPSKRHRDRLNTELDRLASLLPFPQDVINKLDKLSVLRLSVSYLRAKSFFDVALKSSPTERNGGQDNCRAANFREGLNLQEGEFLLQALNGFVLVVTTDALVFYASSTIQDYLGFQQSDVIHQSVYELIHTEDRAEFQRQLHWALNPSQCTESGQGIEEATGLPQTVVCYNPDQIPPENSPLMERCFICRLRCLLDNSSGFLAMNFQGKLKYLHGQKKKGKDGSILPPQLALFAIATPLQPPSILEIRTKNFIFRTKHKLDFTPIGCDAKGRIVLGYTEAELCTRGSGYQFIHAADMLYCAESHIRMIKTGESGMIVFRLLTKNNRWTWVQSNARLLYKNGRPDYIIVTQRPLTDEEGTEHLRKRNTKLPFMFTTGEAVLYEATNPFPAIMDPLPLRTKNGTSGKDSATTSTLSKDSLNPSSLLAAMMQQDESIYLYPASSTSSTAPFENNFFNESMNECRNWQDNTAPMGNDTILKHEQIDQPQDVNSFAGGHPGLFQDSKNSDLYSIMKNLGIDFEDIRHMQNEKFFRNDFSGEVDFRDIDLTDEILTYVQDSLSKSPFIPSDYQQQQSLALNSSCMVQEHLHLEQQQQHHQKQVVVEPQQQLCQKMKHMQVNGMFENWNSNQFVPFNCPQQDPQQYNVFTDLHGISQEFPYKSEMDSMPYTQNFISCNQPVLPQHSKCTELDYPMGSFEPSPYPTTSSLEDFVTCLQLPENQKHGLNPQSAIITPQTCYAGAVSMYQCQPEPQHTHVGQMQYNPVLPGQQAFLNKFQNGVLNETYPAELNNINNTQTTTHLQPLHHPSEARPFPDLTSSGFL
CIT2-GFP yeast – modulators of CIT2-GFP expression in yeast, primary screen, S. cerevisiae, GFP fusion, multiplex flow cytometry, MLPCN library; S. cerevisiae CIT2-GFP strain, 3 h; 100 means same as DMSO wells; GFP response vs DMSO, % at 10 µM; 320,000 compounds, 0.065% hits; AID 2029, 2009;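 active means GFP response relative to DMSO above a set limit, near the screen mean plus 3 SD, cut at about 150% in these data; inconclusive means Fewer than 70 cells measured for a yeast strain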;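 further: ratio of well median GFP fluorescence to mean of DMSO wells on the plate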
Numbers without * were called inactive; ? = inconclusive; nt = not tested or not shown; [ ] = another dose, or the depositor's remark.

SMILES	RPL19A TOR yeast	LAP4 TOR yeast	MEP2-GFP yeast	Yeast superoxide	AGP1-GFP MLPCN	Efflux pump inh	AHR act	CIT2-GFP yeast
Fc1ccc(NC(=S)N2CCn3cccc3C2c2cccnc2)cc1 (stereo not drawn)	95	101	97	88	96	-0.1	5	102
COc1ccc(CCNC(=O)C(C)SCc2ccccc2)cc1 (stereo not drawn)	99	106	102	103	102	-0.1	-1	101
N#Cc1c(-c2ccncc2)c2c([nH]c1=O)-c1ccccc1OC2	27*[may fluoresce violet]	105[may fluoresce violet]	224*[may fluoresce violet]	98	?	-0.1	2	?
O=C(NCc1ccc(Cl)c(Cl)c1)C1CCCC1	95	112	94	100	99	0.0	-5	97
Cc1ccc(S(=O)(=O)NCCCN2CCCC2)cc1	105	99	100	97	106	0.0	2	107
COc1ccc(OC)c(CC(NC(C)=O)C(=O)NC2CCN(c3c(Cc4ccccc4)c(C)nc4ncnn34)CC2)c1 (stereo not drawn)	105	82	95	98	94	0.2	1	115
CCNc1nc(SCC(=O)OC)nc(N(C)C)n1	99	103	110	90	101	-0.2	0	102
CCOC(=O)Cc1csc(NC(=O)c2ccc([N+](=O)[O-])cc2[N+](=O)[O-])n1	106	98	110	90	105	-0.1	3	106
CC(=O)c1cccc(N(CC(=O)N2CCCCC2)S(C)(=O)=O)c1	93	94	97	116	nt	-0.2	-4	90
Cc1[nH]n(-c2c(Cl)cc(Cl)cc2Cl)c(=O)c1C=Nc1ccc(S(=O)(=O)N2CCOCC2)cc1	102	97	105	98	108	-0.1	-2	106
CCOC(=O)c1cc(C(C)(C)C)n(CCCN2CCOCC2)c1C	96	110	101	99	96	0.1	1	98
CCOc1ccccc1N1C(=O)CC(Sc2n[nH]c(-c3ccccc3)n2)C1=O (stereo not drawn)	101	128	91	81	97	0.0	3	94
Cc1c([N+](=O)[O-])cc(C(=O)Oc2cccc(C(=S)N3CCOCC3)c2)cc1[N+](=O)[O-]	100	113	102	84	100	0.1	2	94
CC(=O)Nc1ccc(Sc2ccccc2C(=O)Nc2ccc(F)cc2)cn1	97	116	97	96	110	-0.1	-1	93
CCOc1ccccc1OC(=O)c1cc2ccccc2oc1=O	109	104	103	104	99	0.0	-2	92
COc1cccc(NC(=S)N2CCn3cccc3C2c2cccnc2)c1 (stereo not drawn)	102	98	98	96	103	-0.2	3	97
CC(=O)N1c2ccccc2NC(=O)C1(C)C	100	106	102	88	nt	-0.1	-2	111
Cc1ccc2cc(C#N)c(NCCNC(=S)NCCCN3CCOCC3)nc2c1	104	100	108	103	106	-0.2	8	102
Cc1cc(C#N)c2ccccc2n1	105	99	101	119	100	0.0	-1	108
CCn1c(=O)cc(SCC(=O)N2CCN(Cc3ccc4c(c3)OCO4)CC2)c2ccccc21	102	102	119	91	101	-0.1	38	103
CN(C)c1ccc(/C=N/c2cc(-c3ccccc3)nn2-c2ccccc2)cc1	104	106	99	109	102	0.0	2	91
O=C1C(=O)N(Cc2ccco2)C(c2cccc(Cl)c2)/C1=C(\O)c1ccc2c(c1)OCCO2 (stereo not drawn)	99	93	174	104	90	0.0	-1	74
CCOC(=O)c1cnc2cc(-c3ccc(Br)cc3)nn2c1C	102	96	101	96	101	-0.1	4	104
O=C(CCC1CCCN(Cc2ccc3c(c2)OCCO3)C1)NCc1ccc(F)c(F)c1 (stereo not drawn)	97	92	102	99	95	0.0	8	99
COc1ccc2nc(NC(=O)CSc3nnc(C)s3)sc2c1	102	107	106	117	102	0.0	10	103
Cc1nc(N2CCN(c3ccccc3)CC2)nc2c1C(=O)CC(c1ccccc1)C2 (stereo not drawn)	103	104	104	106	99	0.1	2	95
COc1ccccc1NC(=O)CSc1nnc(CNC(=O)c2ccco2)o1	103	97	100	100	107	0.1	4	nt
O=C(/C=C/c1ccc(Cl)cc1Cl)Nc1ccc(CN2CCOCC2)cc1	104	99	106	115	99	0.0	1	100
O=C1N/C(=N/S(=O)(=O)Cc2ccccc2)S/C1=C/c1ccc2c(c1)OCO2	112	101	103	119	100	-0.1	3	108
Cc1cccc(N2CCN(C(=O)CCCn3c(=O)c4cccn4c4cccnc43)CC2)c1C	89	101	96	88	86	0.5	3	92
CCc1ccc(-c2cc(C(=O)NN3CCN(C)CC3)c3ccccc3n2)cc1	124	97	101	107	112	0.7	31	117
COC(=O)c1ccc(C2c3c(oc4ccccc4c3=O)C(=O)N2CCCN2CCOCC2)cc1 (stereo not drawn)	96	113	117	130	109	0.5	1	101
CCOC(=O)N1CCN(C(=O)c2cc(C)no2)CC1	99	107	99	117	105	0.0	-4	98
O=[n+]1c2c(n([O-])c3cc(Br)ccc31)CCCC2	96	90	100	104	96	0.1	3	102
CC1(C)Cc2nc3oc4c(NCCCN5CCOCC5)ncnc4c3cc2CO1	95	106	95	100	101	0.2	8	91
O=C(NCC1CCCO1)C12CN(Cc3ccccc3)CC1C(c1cccc([N+](=O)[O-])c1)=NO2 (stereo not drawn)	109	106	101	99	102	0.1	2	94
O=C(COc1ccccc1F)Nc1nc(-c2ccccn2)cs1	102	132	114	102	106	0.1	12	110
COc1cccc(NC(=O)CN(C)C(=O)c2cc(-c3ccccc3)nn2-c2ccccc2)c1	98	89	109	92	100	0.0	0	115
COc1ccccc1NC(=O)CNC(=O)c1ccccc1C	103	104	104	87	112	0.1	2	107
COc1ccccc1N1CCN(CC(=O)NCCc2ccc(S(N)(=O)=O)cc2)CC1	99	105	101	97	104	-0.1	-2	97
CCOC(=O)N1CCN(C(=O)CN(c2ccc(OC)c(OC)c2)S(C)(=O)=O)CC1	100	99	101	117	97	0.2	0	98
Oc1ccccc1/C=N/NC(=S)NC1CC2CC1C1C=CCC21 (stereo not drawn)	94	116	95	81	103	-0.1	12	102
CC(C)(C)NC(=O)CN(Cc1cccs1)C(=O)c1csnn1	99	89	101	88	99	0.0	0	107
C(=C\c1nc(-c2ccccc2)no1)/c1ccccc1	109	98	103	114	98	0.0	13	98
C=C(C)c1cccc(C(C)(C)NC(=O)NCc2ccc(OC)c(OC)c2)c1	100	107	106	115	102	0.2	3	99
COCc1cc(C)nc(SCC(=O)Nc2ccc3c(c2)OCO3)c1C#N	105	112	104	95	107	0.1	39	106
CC(CN1CCN(C)CC1)OC(=O)c1ccc(Cl)cc1 (stereo not drawn)	100	94	106	102	101	0.0	2	98
COc1cc(OC)c2c(C)c(Cl)c(=O)oc2c1	100	110	106	95	93	0.1	11	84
Cc1nc2sc(C(c3ccc(Cl)cc3)N3CCN(CCO)CC3)c(O)n2n1 (stereo not drawn)	97	102	103	89	97	0.1	-1	102
CC(C)N(Cc1ccccc1)C(=O)C1CCCN(c2ncnc3c2nc2n3CCCCC2)C1 (stereo not drawn)	103	100	113	125	109	-0.1	3	110
Additional compounds:
SMILES	RPL19A TOR yeast	LAP4 TOR yeast	MEP2-GFP yeast	Yeast superoxide	AGP1-GFP MLPCN	Efflux pump inh	AHR act	CIT2-GFP yeast
COc1ccc(-c2sc3ccccc3c2/C=C/c2ccc(OC)c(OC)c2)cc1	94	105	96	109	94	0.2	14	90
CCSc1nnc(NC(=O)C2CC2c2ccccc2)s1 (stereo not drawn)	100	105	104	103	94	-0.3	1	92
Cn1c(/C(C#N)=C/Nc2ccccn2)nc2ccccc21	100	107	105	71	99	-0.2	118*	102
O=C(N/N=C/c1cccc(O)c1)c1cc(C2CC2)nc2ccccc12	103	96	99	93	107	-0.1	18	114
CCOc1ccc(CNC(=O)C2CCN(S(=O)(=O)c3ccc4c(c3)CCCC(=O)N4)CC2)cc1	100	100	97	99	100	0.2	5	99
COc1ccc(-c2cc(C(=O)N3CC(C)CC(C)C3)c3ccccc3n2)cc1 (stereo not drawn)	72	148	78	88	80	-0.1	29	64
c1ccc(-c2nnc3n2CCCC3)cc1	96	112	110	97	100	0.0	1	91
CN(c1cccc(NC(=O)CCSc2ccccc2)c1)S(C)(=O)=O	95	96	100	83	96	0.0	0	100
Cc1nc2ccc(S(=O)(=O)NC(C(=O)Nc3nc4ccc(Cl)cc4s3)C(C)C)cc2s1 (stereo not drawn)	100	96	105	96	103	0.1	-2	107
CCC(CO)Oc1cc(NCc2cccc(OC)c2)c2ncn(C(C)C)c2c1 (stereo not drawn)	100	102	100	93	101	-0.3	5	106

An excerpt from above in order of molar mass, rising:
SMILES	RPL19A TOR yeast	LAP4 TOR yeast	MEP2-GFP yeast	Yeast superoxide	AGP1-GFP MLPCN	Efflux pump inh	AHR act	CIT2-GFP yeast
c1ccc(-c2nnc3n2CCCC3)cc1	96	112	110	97	100	0.0	1	91
O=C(N/N=C/c1cccc(O)c1)c1cc(C2CC2)nc2ccccc12	103	96	99	93	107	-0.1	18	114
COc1ccc(-c2cc(C(=O)N3CC(C)CC(C)C3)c3ccccc3n2)cc1 (stereo not drawn)	72	148	78	88	80	-0.1	29	64

(list continues)
SMILES	RPL19A TOR yeast	LAP4 TOR yeast	MEP2-GFP yeast	Yeast superoxide	AGP1-GFP MLPCN	Efflux pump inh	AHR act	CIT2-GFP yeast
O=C(COC(=O)C12CC3CC(CC(Cl)(C3)C1)C2)N1CCCCC1	98	94	97	120	98	0.4	1	96
O=C(C[n+]1cccc2ccccc21)c1ccc(Cl)cc1	104	106	118	103	97	-0.1	32	110
Cn1c(=NC(=O)C2CC2)sc2cccc(F)c21	101	113	101	84	105	-0.1	100*	103
CC(C)(C)NC(=O)C(c1c[nH]c2ccccc12)N(C(=O)Cn1nnc(-c2ccc(F)cc2)n1)c1cccc(O)c1 (stereo not drawn)	104	102	103	101	99	0.1	10	103
COc1ccc(NC(=O)COC(=O)c2ccc(F)cc2F)cc1	102	114	94	102	104	0.0	-4	91
COc1ccc(OCCSc2ncnc3nc[nH]c23)cc1	105	97	92	104	101	-0.2	-1	97
C#CC(C)(C)NC(=O)c1ccccc1OC	96	98	89	98	85	0.1	4	85
COc1cc(S(=O)(=O)Nc2cccc3cn[nH]c23)c(OC)cc1Cl	98	84	104	99	88	0.1	-1	101

Shown with two lines to a compound: entries from further up.
Fields: RPL19A TOR yeast	LAP4 TOR yeast	MEP2-GFP yeast	Yeast superoxide	AGP1-GFP MLPCN	Efflux pump inh	AHR act	CIT2-GFP yeast
> CN(c1cccc(NC(=O)CCSc2ccccc2)c1)S(C)(=O)=O
→ 95	96	100	83	96	0.0	0	100
> Cc1nc2ccc(S(=O)(=O)NC(C(=O)Nc3nc4ccc(Cl)cc4s3)C(C)C)cc2s1 (stereo not drawn)
→ 100	96	105	96	103	0.1	-2	107
> CCC(CO)Oc1cc(NCc2cccc(OC)c2)c2ncn(C(C)C)c2c1 (stereo not drawn)
→ 100	102	100	93	101	-0.3	5	106
> O=C(COC(=O)C12CC3CC(CC(Cl)(C3)C1)C2)N1CCCCC1
→ 98	94	97	120	98	0.4	1	96
> O=C(C[n+]1cccc2ccccc21)c1ccc(Cl)cc1
→ 104	106	118	103	97	-0.1	32	110
> Cn1c(=NC(=O)C2CC2)sc2cccc(F)c21
→ 101	113	101	84	105	-0.1	100*	103
> CC(C)(C)NC(=O)C(c1c[nH]c2ccccc12)N(C(=O)Cn1nnc(-c2ccc(F)cc2)n1)c1cccc(O)c1 (stereo not drawn)
→ 104	102	103	101	99	0.1	10	103
> COc1ccc(NC(=O)COC(=O)c2ccc(F)cc2F)cc1
→ 102	114	94	102	104	0.0	-4	91
> COc1ccc(OCCSc2ncnc3nc[nH]c23)cc1
→ 105	97	92	104	101	-0.2	-1	97
> C#CC(C)(C)NC(=O)c1ccccc1OC
→ 96	98	89	98	85	0.1	4	85
